RGS4 inh: inhibitors of human regulator of G protein signaling 4 | P49798 | Transcreener GDP fluorescence polarization, RGS4-accelerated GTP hydrolysis | Potency, µM (highest dose often 114 µM), inactives show at the highest dose activity change, negative = inhibition, usual class: inhibitors | actives 0.039% (n = 390,000); further: on the % scale 0 is the no-effect control and ±100 the full control effect; nearly all actives have a fitted effect of over 75% in size; some results filed as inactive show a strong effect at the top dose
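MLSMR compounds (23 nl, pin-transferred) preincubated 10 min at room temperature with a 500nM (2x) first reagent, then RGS4 at 900nM (2x) plus Transcreener GDP mix added; fluorescence polarization (620/688 nm) read before and after 90 min at 30 °C.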
JMJD2A Tudor inh: blocks the human JMJD2A Tudor domain; AID 504339; actives 4.4% (n = 390,000); AlphaScreen JMJD2A-Tudor / H3K4me3 peptide binding; O75164; Potency, µM (series often up to 114 µM), for inactives: at the top dose activity change, negative = inhibition, most hits filed as inhibitors; further: on the % scale 0 is the no-effect control and ±100 the full control effect; nearly all actives have a fitted effect of over 50% in size
GLS inh: blocks human kidney-isoform glutaminase activity; O94925; GLS enzymatic activity, qHTS titration; Potency, µM (top dose mostly 45.5 µM), inactives show at the highest dose activity change, negative = inhibition, actives largely listed as inhibitors; actives 0.21% (n = 410,000); further: on the % scale 0 is the no-effect control and ±100 the full control effect
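hKGA in 45 mM KH2PO4 pH 8.2, 0.02% Tween-20 with pin-transferred compounds; 1 mM L-glutamine (stock) plus glutamate oxidase/HRP/Amplex Red coupling added. Fluorescence read initially and after 30 min at RT.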
ALOX12 inh: inhibitors of human 12S-lipoxygenase ALOX12; purified 12hLO, xylenol orange hydroperoxide absorbance; Potency, µM (highest dose often 108 µM), without a hit: at the top dose activity change, negative = inhibition, most hits filed as inhibitors; actives 1.1% (n = 580,000); AID 1671190; further: on the % scale 0 is the no-effect control and ±100 the full control effect
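Hydroperoxide product was detected by ferrous iron/xylenol orange as the 573 to 405 nm absorbance ratio. Arachidonic acid at 40 uM (final) was turned over for 30 min at room temperature by 150 nM human 12hLO, pH 7.0 Hepes buffer, after 15 min compound preincubation.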
HP1b chromo inh: inhibitors of HP1-beta chromodomain binding to methylated histone tails | P83916 | AlphaScreen HP1-beta / biotin-H3K9me3 peptide binding | Potency, µM (top dose mostly 114 µM), inactives show at the top dose activity change, negative = inhibition, hits mostly inhibitors | actives 0.56% (n = 390,000); further: nearly all actives have a fitted effect of over 70% in size; inactives centre near 23
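Compound inhibition of the preformed complex between 50 nM HP1-beta and 50 nM biotinylated H3K9me3 peptide was read by AlphaScreen. Buffer was PBS pH 7.4 with 0.01% Tween-20. Incubations ran 30 min at room temperature, with 10 ug/mL donor/acceptor beads.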
ERG-DNA inh: blocks human ERG Ets domain binding to DNA; P11308; fluorescence polarization, His-ERG Ets domain / labelled DNA; Potency, µM (titrated, usually from 76.9 µM), for inactives: top-dose FP activity, negative = inhibition, usual class: inhibitors; actives 0.028% (n = 370,000); AID 624246; active means well fitted inhibition curve with a large enough effect in the polarisation, with a control signal flat; inconclusive means small, poorly fitted or top-dose-only effect, or effect the other way, or a change in a side signal; inactive means no such curve, though single readings can be large or run the other way; the % refers to the polarisation;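 further: polarization taken with two DNA probes labelled with fluorescein and Texas red; % of control where 0% means no effect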
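His-tagged ERG Ets domain (1 uM in the protein solution; 300mM KCl, 50mM Tris-HCl, 1mM EDTA, 1mM DTT, pH 7.5) received compound, then a probe mix of 5 nM fluorescein-DNA and 100nM Texas-615-DNA. Fluorescence polarization was read for both dyes.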
PGK inhibitor: blocks T. brucei phosphoglycerate kinase; P07378; PGK/GAPDH coupled, Kinase-Glo luminescence, 60 min; Potency, µM (top dose mostly 57.5 µM), without a hit: top-dose activity change, negative = inhibition, hits mostly inhibitors; actives 0.043% (n = 380,000); further: on the % scale 0 is the no-effect control and ±100 the full control effect; nearly all actives have a fitted effect of over 60% in size
Target sequence (P07378 whole entry, looked up): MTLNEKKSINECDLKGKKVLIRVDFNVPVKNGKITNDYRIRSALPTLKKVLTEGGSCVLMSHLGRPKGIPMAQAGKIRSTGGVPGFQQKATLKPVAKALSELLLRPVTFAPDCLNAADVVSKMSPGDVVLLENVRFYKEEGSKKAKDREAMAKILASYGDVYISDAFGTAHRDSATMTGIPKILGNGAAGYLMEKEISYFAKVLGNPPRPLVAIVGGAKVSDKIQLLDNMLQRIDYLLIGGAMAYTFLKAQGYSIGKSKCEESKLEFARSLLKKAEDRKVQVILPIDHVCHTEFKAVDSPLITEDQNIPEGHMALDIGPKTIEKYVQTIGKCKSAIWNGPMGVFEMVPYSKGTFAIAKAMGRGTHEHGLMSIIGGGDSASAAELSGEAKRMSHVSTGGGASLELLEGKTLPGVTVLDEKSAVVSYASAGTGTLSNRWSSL
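Luminescent ATP detection (Kinase-Glo Plus) follows a 60-minute room-temperature incubation, with wells lacking PGK as controls. Buffer: 100 mM TEA (pH 7.6), 5 mM MgCl2, 0.01% Tween-20. Coupling enzyme GAPDH (100 nM final) supplies unstable 1,3-BPG in-well.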
TrxR1 inh: blocks rat thioredoxin reductase 1. AID 588453. Potency, µM (series often up to 114 µM), without a hit: top-dose activity change, negative = inhibition, usual class: inhibitors. actives 1% (n = 390,000). recombinant rTrxR1, NADPH fluorescence consumption, selenite substrate. O89049; further: on the % scale 0 is the no-effect control and ±100 the full control effect; nearly all actives have a fitted effect of over 65% in size
Target sequence (O89049 whole entry, looked up): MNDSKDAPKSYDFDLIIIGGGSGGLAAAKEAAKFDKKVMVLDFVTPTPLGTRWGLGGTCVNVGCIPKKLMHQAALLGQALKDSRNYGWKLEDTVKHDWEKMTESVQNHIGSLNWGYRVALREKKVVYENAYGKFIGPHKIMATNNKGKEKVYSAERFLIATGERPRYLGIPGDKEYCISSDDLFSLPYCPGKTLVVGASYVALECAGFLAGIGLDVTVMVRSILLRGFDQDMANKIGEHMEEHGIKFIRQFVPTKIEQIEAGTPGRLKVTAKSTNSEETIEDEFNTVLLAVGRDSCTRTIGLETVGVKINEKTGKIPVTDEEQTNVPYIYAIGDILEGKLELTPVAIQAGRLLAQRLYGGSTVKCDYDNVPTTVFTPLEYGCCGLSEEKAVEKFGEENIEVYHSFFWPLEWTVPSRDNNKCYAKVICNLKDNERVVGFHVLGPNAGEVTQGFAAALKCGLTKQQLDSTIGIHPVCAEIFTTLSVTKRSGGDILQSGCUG
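Rat TrxR1 (90 nM in the dispensed reagent) was pre-reduced with 400 uM NADPH for 5 min at room temperature, then incubated with compound for 15 min. After 400 uM selenite was added, NADPH fluorescence (Ex 340/Em 450 nm) was followed for 8 min.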
Pin1 inh: inhibitors of human Pin1 | Q13526 | Pin1 FP peptide displacement, HiFluor488, 10 min | Potency, µM (series often up to 115 µM), for inactives: top-dose activity, negative = inhibition, most hits filed as inhibitors | actives 0.009% (n = 390,000) | AID 504891; active means well fitted inhibition curve with a large enough effect in the polarisation, with a control signal flat, not every such curve was filed as active; inconclusive means small, poorly fitted or top-dose-only effect, or effect the other way, or a change in a side signal; inactive means no such curve, though single readings can be large or run the other way; the % refers to the polarisation; further: on the % scale 0 is the no-effect control and ±100 the full control effect
Target sequence (Q13526 whole entry, looked up): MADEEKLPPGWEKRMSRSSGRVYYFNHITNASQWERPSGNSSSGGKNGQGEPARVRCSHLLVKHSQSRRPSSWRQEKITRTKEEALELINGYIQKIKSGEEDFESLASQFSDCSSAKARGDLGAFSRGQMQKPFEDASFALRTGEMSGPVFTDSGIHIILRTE
The depositor's hits bear a star; i = inactive; ? = inconclusive; · = not tested or not shown; & = joins results of further samples; [ ] = another dose, or the depositor's remark. Unless noted, the call rests on the fitted dose curve; in most records, active means well fitted curve in the direction sought with a large enough effect; inconclusive means small, poorly fitted or top-dose-only effect, or another doubt; inactive means no such curve, though single readings can be large; an effect the other way counts as inactive or inconclusive. Potency means the concentration at half of the fitted maximal effect. An excerpt (hit frequency here may not be typical).

RGS4 inh | JMJD2A Tudor inh | GLS inh | ALOX12 inh | HP1b chromo inh | ERG-DNA inh | PGK inhibitor | TrxR1 inh | Pin1 inh | Molecule
-18% | 4% | 0% | -26% | 53%[activator] | -2% | -1% | 17%[57.1 µM] | -1% | Cc1c(-c2ccccc2)n(-c2ccc(Cl)cc2)c2nc3c(c(=O)n(C)c(=O)n3C)n12
8% | -6% | 5% | 0% | 30% | 3% | i | 13% | 5% | COc1ccc(S(=O)(=O)N2CCN(CC(O)CN3CCOCC3)CC2)cc1 (configuration not stated)
-10% | -15% | -8% | 13% | 64%[activator] | 5% | · | -7% | -1% | Cc1cccc(Nc2c3c(nc4ncnn24)CCC3)c1
-8% | 79µM* | -6% | -22% | -33% | -19% | i | -17% | 1% | CCOC(=O)c1[nH]c(C)c(C)c1C
1% | -26% | 68%[activator] | 0% | 15%[57 µM] | 0% | -5% | 14µM* | -1% | COCCn1c(C)cc(O)c(C(c2ccc(OC)cc2)N2CCN(c3ccccc3)CC2)c1=O (configuration not stated)
6%[11.4 µM] | 2%[11.4 µM] | -17% | 14% | 32% | 5% | -5% | 19% | 26% | Cc1ccc2nc(NC(=O)CC3Oc4ccccc4NC3=O)sc2c1 (configuration not stated)
-11% | -6% | -10% | 20%&-14% | 29% | 2% | -5% | 18% | 14% | Cc1[nH]c2ccccc2c1C(=O)CSc1ccccc1
32% | -27% | 9% | 4% | 8% | 14% | -2% | 11% | -1% | Cc1ccc(-c2nc(CSCC(=O)NCc3cccnc3)c(C)o2)cc1
-28% | -30% | 0% | -2% | 14% | 1% | -5% | 25%[57.1 µM] | 6% | O=C(CSc1nnc(SCc2ccccc2)s1)N/N=C/c1c[nH]c2ccccc12
-7% | -13% | 5% | -6% | 26% | 3% | -10% | 3% | -5% | CC1(C)CC(=O)C2=C(C1)OC(N)=C(C#N)C2C1CC=CCC1 (configuration not stated)
-32% | -10% | -12% | 241%[activator] | 40%[activator] | 6% | -1% | 6%[57.1 µM] | 2% | COc1ccc(/C=N/NC(=O)c2c(C)nc3ccc(Br)cn23)cc1OC
-35% | 4% | -8% | ? | 49%[activator] | -10% | -2% | -30% | -2% | C[C@@]12CCC=C[C@H]1[C@H](c1ccccc1Br)N(Cc1ccccc1)C2=O
-39% | -23%[57.1 µM] | -7% | -19% | 57%[activator] | 1% | -1% | 0% | -1% | COc1ccc2nc(C)cc(SCC(=O)N/N=C/c3ccccc3)c2c1
-21% | 18% | 1% | 8% | 57%[activator] | -3% | 4% | -6% | 4% | COc1ncnc2c1oc1nc(CC(C)C)c3c(c12)CCCC3
23% | -19% | 7% | -25% | 3% | -3% | 4% | 7% | -9% | CN(CC(=O)Nc1ccccc1Br)CC(=O)NC(c1ccccc1)c1ccccc1
-38% | -4% | -1% | -2% | 22% | 9% | -4% | -4% | 3% | CCOC(=O)N/N=C/c1ccc(OCCSc2ccc(Cl)cc2)c(OC)c1
-5% | -7% | 1% | -4% | 6% | -9% | · | 14% | 3% | CC1(C)C(=O)NCCN1C(=O)CSc1nccc(-c2ccc(Br)cc2)n1
2% | -32% | 16% | ? | 16% | 5% | i | 19% | -5% | COCCNC(=S)N/N=C(\C)c1ccc(Cl)c(Cl)c1
3% | -24% | -1% | -30% | 49% | -2% | -6% | 4%[57.1 µM] | 0% | O=Cc1ccc(OCC(=O)NC(=O)NC2CCCCC2)cc1
-15% | -10% | -5% | 12%&38% | 35% | -5% | 12% | 28% | -6% | Cc1cc(OC(C)C(=O)NCCCn2ccnc2)c2c(C)c(C)c(=O)oc2c1 (configuration not stated)
-20% | -11% | -10% | -9% | 33% | 9% | -3% | 39%[activator] | -5% | Cc1cccc(NC(=O)N2CCc3ccccc3C2)c1C
-8% | -10% | -3% | 13% | -15% | 2% | 6% | 13%[57.1 µM] | 7% | CCn1cc(C(=O)OCC(=O)N(C)Cc2ccccc2)c(=O)c2ccc(C)nc21
4% | 10% | -7% | ? | 15% | -2% | -10% | 22%[57.1 µM] | -8% | Cc1cc2nnc(SCC(=O)Nc3ccc(Cl)cc3)n2c(N)n1
2% | 2% | -1% | 15% | 21% | 20% | -2% | 11% | -11% | COc1ccc2[nH]c(C(=O)N3CCC(n4nccc4NC(=O)C4CC4)CC3)c(C)c2c1
-1% | -17% | -8% | -10% | 19% | 3% | -6% | 6% | -9% | CCCNC(=O)CCc1cc(C(C)(C)C)c(O)c(C(C)(C)C)c1
-46% | ? | 7% | 7% | 20% | 10% | · | 9% | ? | COc1ccccc1/C=N/NC(=O)c1cc2c(OC)c(OC)ccc2[nH]1
23% | -14% | 1% | -9% | 44% | 2% | 13% | -3%[57.1 µM] | -2% | CC(C)(C)OC(=O)C[C@@H]1C/C=C\C[C@H](CC(=O)N(CCO)Cc2ccccc2)C(=O)N[C@@H](c2ccccc2)COC1=O
-19% | -30% | 0% | -5% | -3% | 9% | i | 14%[57.1 µM] | 17% | Cc1ccc(C(=O)Nc2nc(-c3ccccc3)c(-c3ccccc3)o2)cc1
0% | -14% | -6% | 0% | 12% | -9% | i | 11% | -3% | Cc1cccc(-c2noc(CCC(=O)NCc3ccccc3)n2)c1
-2% | -11% | 0% | -1% | 61%[activator] | -4% | -6% | -2% | 1% | CCCCCCCCC(NC(=O)c1ccc(C#N)cc1)C(=O)NCCC (configuration not stated)
5% | -21% | -9% | -14% | -13% | 1% | -1% | 17% | -5% | COc1ccc([N+](=O)[O-])cc1NC(=O)C(C)N1CCCC1 (configuration not stated)
13% | -9% | 12% | ? | 32% | -9% | 1% | 30% | 3% | COC(=O)Nc1nncs1
-6% | -6% | -9% | 12% | 8% | 5% | -7% | 22%[57.1 µM] | 0% | Cc1ccc(CS(=O)(=O)CCC(=O)NCCc2ccccc2)cc1
-16% | -3% | 16% | -27% | 53%[activator] | 2% | -5% | 4%[57.1 µM] | 0% | O=C(CN1CCN(c2ccc(Cl)cc2)CC1)Nc1ccc(F)cc1F
18% | -15% | 16% | 14% | 30% | -8% | 0% | 14% | 2% | COC(=O)c1[nH]c2cc(OC)ccc2c1N=CN(C)C
-1% | -12% | 5% | -23% | 26% | -1% | 4% | 9% | -1% | Cc1ccc(-n2nc3c(=O)n(CC(=O)NCc4ccco4)nc(C)c3c2C)cc1
-13% | -1% | 12% | -24% | 41%[activator] | -10% | -2% | -21% | 2% | Cc1ccccc1NC1=C(Cl)C(=O)N(C2CCCCC2)C1=O
2%&5% | -14%&-11% | 1%&5% | -2%&-21% | 15%&37% | 2%&0% | 12%&-3% | 13%&10%[57.1 µM] | 2%&2% | COc1cccc(NC(=O)c2oc3ccc(S(=O)(=O)N4CCOCC4)cc3c2C)c1
10% | -31% | -3% | 7% | -8% | -3% | 1% | -4% | -3% | CC(C)c1nc(C(=O)N2CCCC(N3CCN(c4cccc(Cl)c4)CC3)C2)cs1 (configuration not stated)
13% | -9% | -2% | -5% | 43%[activator] | -8% | -7% | 29% | -1% | COC(c1ccccc1)c1nnc(CCC(=O)N(C)CCc2ccccc2)o1 (configuration not stated)

Grouped by structure, the entries above containing a Cl atom (7)
RGS4 inh | JMJD2A Tudor inh | GLS inh | ALOX12 inh | HP1b chromo inh | ERG-DNA inh | PGK inhibitor | TrxR1 inh | Pin1 inh | Molecule
-18% | 4% | 0% | -26% | 53%[activator] | -2% | -1% | 17%[57.1 µM] | -1% | Cc1c(-c2ccccc2)n(-c2ccc(Cl)cc2)c2nc3c(c(=O)n(C)c(=O)n3C)n12
-38% | -4% | -1% | -2% | 22% | 9% | -4% | -4% | 3% | CCOC(=O)N/N=C/c1ccc(OCCSc2ccc(Cl)cc2)c(OC)c1
2% | -32% | 16% | ? | 16% | 5% | i | 19% | -5% | COCCNC(=S)N/N=C(\C)c1ccc(Cl)c(Cl)c1
4% | 10% | -7% | ? | 15% | -2% | -10% | 22%[57.1 µM] | -8% | Cc1cc2nnc(SCC(=O)Nc3ccc(Cl)cc3)n2c(N)n1
-16% | -3% | 16% | -27% | 53%[activator] | 2% | -5% | 4%[57.1 µM] | 0% | O=C(CN1CCN(c2ccc(Cl)cc2)CC1)Nc1ccc(F)cc1F
-13% | -1% | 12% | -24% | 41%[activator] | -10% | -2% | -21% | 2% | Cc1ccccc1NC1=C(Cl)C(=O)N(C2CCCCC2)C1=O
10% | -31% | -3% | 7% | -8% | -3% | 1% | -4% | -3% | CC(C)c1nc(C(=O)N2CCCC(N3CCN(c4cccc(Cl)c4)CC3)C2)cs1 (configuration not stated)

Next part.
RGS4 inh | JMJD2A Tudor inh | GLS inh | ALOX12 inh | HP1b chromo inh | ERG-DNA inh | PGK inhibitor | TrxR1 inh | Pin1 inh | Molecule
15% | -5% | 6% | ? | 18% | 16% | 0% | -1% | -3% | O=C(CSc1n[nH]c(-c2ccco2)n1)Nc1ccccc1F
-38% | -10% | -15% | -3% | 14% | 22% | -3% | 4% | ? | CC(=O)Nc1cccc(NC(=O)C(=O)Nc2ccc3c(c2)N(C(=O)C2CC2)CCC3)c1
8% | -12% | 4% | 9%[57.4 µM] | 25% | · | · | 7% | -10% | Cc1ccccc1NC(=O)Nc1cc(S(N)(=O)=O)ccc1C
-16% | -14% | 7% | 35% | 33% | -7% | i | 26%[57.1 µM] | -7% | COc1ccc(C)cc1-n1nnnc1SCc1csc(C)n1

Bioassay records (PubChem BioAssay)
